# Her2 expr inh: inhibitors of human Her2 kinase expression; hit rate 0.69% among 65,000; AID 645; P04626; HER2 level % of control, % at 10 µM; SKBR-3 HER2 protein level, AlphaScreen, 18-24 h; stronger effect = lower value;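 active means HER2 level under 5% of the carrier-only control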;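 further: 100% = DMSO carrier and 0% = 500 nM PU-H71 HSP90 inhibitor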
# C1s block: human complement C1s inhibition | P09871 | purified C1s, fluorogenic AMC substrate, pooled mixtures | mean inhibition % of two 10-compound mixtures (stronger effect = higher value), % at 5 µM (by protocol) | hit rate 0.16% among 62,000 | AID 538;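 active means inhibition above 20% in each of the two 10-compound mixture wells holding the compound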;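 further: 0% = enzyme wells lacking compound mixture and 100% = no-enzyme blank wells; some compounds called inactive have numbers as strong as hits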
# ROCK2 inh: blocks human Rho kinase 2 activity | O75116 | purified ROCK2, Kinase-Glo ATP depletion luminescence | inhibition, % at 6 µM | hit rate 0.35% among 60,000 | AID 604;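 active means inhibition above the screen-wide mean inhibition plus 3 SD, cut at about 18% in these data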;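 further: plate controls were DMSO wells for no effect and Y-27632 control wells after no-enzyme background subtraction for full effect; many of its hits are not listed in these tables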
# CatS block: human cathepsin S inhibition; inhibition, %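 (tested at 5 µM per compound within 10-compound mixtures)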; AID 501; hit rate 0.06% among 62,000; recombinant cathepsin S, AMC dipeptide fluorescence, pooled mixtures; in the data active means inhibition above about 32%, passing the limit was not always enough;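 further: 0% = enzyme without compound and 100% = blank without enzyme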
# Target sequence (P25774 115-331 limits assumed): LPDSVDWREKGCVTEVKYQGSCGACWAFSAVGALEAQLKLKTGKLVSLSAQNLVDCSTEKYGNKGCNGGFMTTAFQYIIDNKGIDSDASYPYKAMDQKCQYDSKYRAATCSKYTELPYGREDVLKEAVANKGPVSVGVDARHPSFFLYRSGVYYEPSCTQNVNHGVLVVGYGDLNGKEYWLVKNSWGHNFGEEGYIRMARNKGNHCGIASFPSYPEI
# CatG inh: blocks human cathepsin G enzyme activity. hit rate 0.2% among 62,000. inhibition, % at 5 µM (by protocol). purified enzyme, AMC-tetrapeptide fluorescence, pooled mixtures. P08311;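 active means inhibition above 20% in each of the two mixture wells holding the compound; inactive means inhibition of 20% or less in either well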;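 further: 0% = enzyme control without mixture and 100% = blank lacking enzyme; strong numbers were not always called active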
# Target sequence (P08311 21-244 limits assumed): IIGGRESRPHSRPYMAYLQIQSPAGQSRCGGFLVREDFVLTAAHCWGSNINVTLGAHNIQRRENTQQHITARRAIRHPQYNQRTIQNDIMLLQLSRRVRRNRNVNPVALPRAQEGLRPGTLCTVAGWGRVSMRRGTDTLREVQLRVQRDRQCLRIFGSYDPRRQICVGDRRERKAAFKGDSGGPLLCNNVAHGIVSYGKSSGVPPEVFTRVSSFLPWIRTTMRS
# CatB mixtures: inhibitors of human cathepsin B in compound mixtures; P07858; Purified cathepsin B, AMC dipeptide fluorescence; inhibition, %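 (ten-compound pools at 5 µM per compound and 50 µM total)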; hit rate 0.06% among 62,000; AID 488; in the data active means inhibition above about 22%, passing the limit was not always enough;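 further: 0% = enzyme without compound and 100% = no enzyme blank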
# PKA inh: PKA (human) kinase inhibition. P17612. PKA Kemptide phosphorylation, Kinase-Glo ATP luminescence. inhibition, % at 6 µM. hit rate 0.1% among 65,000;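 active means inhibition above the screen-wide mean inhibition plus 3 SD, cut at about 21% in these data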; further: many of its hits are not listed in these tables
# CatL block: inhibitors of human cathepsin L; P07711; purified cathepsin L, fluorogenic substrate, fluorescence; inhibition, %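 (tested at 10 µM)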; hit rate 0.17% among 58,000; AID 460; in the data active means inhibition above about 45%;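 further: 0% = enzyme with no compound and 100% = no enzyme blank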
# Target sequence (P07711 114-288 limits assumed): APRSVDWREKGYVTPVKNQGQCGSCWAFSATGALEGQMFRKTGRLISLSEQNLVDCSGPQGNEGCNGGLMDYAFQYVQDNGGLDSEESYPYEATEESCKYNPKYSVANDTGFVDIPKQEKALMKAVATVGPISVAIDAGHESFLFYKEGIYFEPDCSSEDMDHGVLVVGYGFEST
# Target sequence (P07711 292-333 limits assumed): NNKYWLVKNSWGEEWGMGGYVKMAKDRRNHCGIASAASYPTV
# CatB block: inhibitors of human cathepsin B. purified cathepsin B, fluorogenic substrate, fluorescence. P07858. inhibition, %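 (tested at 10 µM)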. hit rate 0.1% among 63,000; in the data active means inhibition above about 21%;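 further: 0% = enzyme with no compound and 100% = no enzyme blank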
# * marks the source's active call; other numbers are inactive results; . = no result given.
# Values in the order – CatB block, ROCK2 inh, PKA inh, CatS block, C1s block, Her2 expr inh, CatG inh, CatB mixtures, CatL block
CCOC(=O)C(C)Sc1nnc(Cn2c(=O)sc3ccccc32)n1-c1ccccc1 (stereo not given)
 : -0.1, -0.2, 2.0, 2.7, -17.7, 95.2, -5.8, -1.5, -5.3
COc1cccc(OCCOCCNCCO)c1
 : 0.4, 0.9, 2.4, 2.2, 7.5, 92.1, 7.3, 2.0, .
CC(=O)Nc1ccc(NC(=O)CN(c2ccccc2Cl)S(C)(=O)=O)cc1
 : -4.0, 2.4, 4.0, -1.1, 4.3, 173.5, 3.2, 9.2, 3.8
N#Cc1c2n(c3c(=O)n(CC(=O)c4ccc(Br)cc4)cnc13)CCCC2
 : -0.7, 4.9, 0.0, 9.1, -1.9, 90.5, -0.5, 1.9, .
O=C1Nc2ccc(S(=O)(=O)NCc3ccccn3)c3cccc1c23
 : -2.8, 5.1, -0.2, -4.1, -43.3, 118.8, -2.1, 1.9, -379.4
C(=C\c1ccccc1)/C=N/n1cnnc1
 : ., 5.7, 2.5, 12.4, 5.0, 70.1, 4.4, 2.0, 9.3
Cc1ccc(S(=O)(=O)Cn2nnnc2CN(Cc2ccco2)CC2CCCO2)cc1 (stereo not given)
 : -0.4, 4.4, 9.9, 7.6, -8.4, 105.7, -17.1, 2.6, 1.3
CNC(=O)CSc1nnc(-c2ccco2)n1-c1ccccc1OC
 : 1.2, 3.8, 2.9, 10.5, -26.1, 87.2, 1.2, 6.2, -2.8
Cn1c(=O)n(CCCOc2ccc(Cl)cc2)c2ccccc21
 : 6.1, -12.8, 5.1, 11.2, -7.0, ., -5.6, 6.1, 1.6
O=C(CSc1n[nH]c(-c2ccccc2Br)n1)NC(=O)NCc1ccco1
 : 3.2, 1.0, 3.5, -0.2, 4.1, 91.4, 7.6, 3.7, -5.4
CCCC(=O)N(c1ccc2oc(=O)sc2c1)S(=O)(=O)c1ccccc1
 : -3.4, 6.1, 9.3, -5.0, 4.7, 73.3, 5.9, 1.8, 6.4
O=C(Cn1nnc(-c2ccccc2)n1)NCc1ccc2c(c1)OCO2
 : 0.8, 5.3, 7.2, -0.8, -14.4, 86.8, 5.5, 1.8, 7.5
O=S(=O)(NCc1ccc2c(c1)OCO2)c1cccc2nsnc12
 : 4.8, 3.2, 5.1, 18.3, 16.4, 129.9, 6.4, 4.6, 8.2
Cc1cc(=O)[nH]c2cc(Cl)ccc12
 : 2.1, 2.3, -1.1, 41.8, -39.2, 103.1, -9.1, 3.9, 2.7
COc1ccccc1N1CCN(C(=O)c2cc(-c3ccc(Cl)c(Cl)c3)on2)CC1
 : 4.1, 4.7, 5.1, -11.8, -14.7, 74.1, 0.5, -12.7, 1.6
C=CCc1cccc2cc(C(=O)NC(C)(C)C)c(=O)oc12
 : 1.1, 6.5, 3.9, 3.2, 1.2, 107.4, 8.2, 4.2, 2.2
CCOCCCNC(=O)C1CCN(C(=O)Nc2ccc(C)cc2)CC1
 : -0.3, -0.2, 2.0, 19.7, 2.9, 103.1, 2.9, 7.0, -7.8
O=C(C1CCN(C2CC(=O)N(c3ccc(Cl)cc3)C2=O)CC1)N1CCOCC1 (stereo not given)
 : 1.0, -1.6, -3.6, 5.9, -2.9, 75.1, 12.1, 1.7, -8.2
O=S(=O)(c1ccc(OCC(O)CN2CCc3ccccc3C2)cc1)N1CCOCC1 (stereo not given)
 : -2.4, 1.8, 2.1, -5.4, -40.7, 81.3, -5.0, 4.3, 1.9
CC(C)(C)NC(=O)Cn1ccc(=N)c2ccccc21
 : 3.7, 8.8, 5.9, -2.8, 15.9, 110.9, 7.8, -1.1, 5.0
CCOC(=O)c1c(C)c(C(=O)Nc2ccccc2)c(C)n1CC
 : 1.9, 2.1, 5.4, -6.6, 12.4, 92.9, 8.2, 3.6, -3.6
CCCC(=Nc1ccccc1)C1=C(O)C(C(=O)OC)C(C)(C)CC1=O (stereo not given)
 : 3.9, -0.4, -2.2, 18.9, 19.1, 87.7, 15.9, 8.2, 5.7
COc1cccc(C2=NOC(C(=O)NC(C)(C)C)C2)c1 (stereo not given)
 : -1.0, 4.5, 8.4, -5.4, -28.2, 158.5, 8.0, 0.4, -1.2
COc1ccc(-c2ccc(-c3noc(-c4ccco4)n3)c(OC)n2)cc1
 : 2.0, -4.0, 4.3, 10.4, -4.8, 73.5, 48.1, 1.4, .
CNC(=O)CCn1nc(-c2ccc(Cl)cc2)c2ccccc2c1=O
 : 2.6, 8.2, 12.3, -0.2, 5.2, 92.0, 9.8, -6.1, -5.1
Cc1c(NC(=O)C2CCCN(S(=O)(=O)c3cnc[nH]3)C2)c(=O)n(-c2ccccc2)n1C (stereo not given)
 : -0.9, -2.1, -6.3, 2.2, -4.6, 118.0, -1.6, 1.3, .
CC(=O)NCCc1ccc(S(=O)(=O)N2CCCC2)cc1
 : -5.3, 4.2, -1.7, 8.2, -38.7, 94.5, -0.7, 4.1, 6.1
CCOc1ccc(NC(=O)Nc2cc(C)ccc2OC)cc1
 : -2.5, -2.0, 5.0, -3.9, -8.4, 97.7, -6.7, -0.2, 4.5
CCCN(CCC)C(=O)CSc1nc2ccccc2c(=O)n1C1CCCC1
 : -2.7, -2.4, 4.9, 13.0, 6.8, 46.6, 3.7, 8.6, 9.7
O=C1CCCc2c1cc(C(=O)NC1CCSC1=O)c(=O)n2-c1ccccc1 (stereo not given)
 : 0.6, ., -0.5, -9.3, -1.8, 118.6, -2.6, -0.9, 15.0
CCOC(=O)C1CCCN(C(=O)C2CCN(S(=O)(=O)c3cccs3)CC2)C1 (stereo not given)
 : 0.3, ., 2.8, -1.5, 20.1, 99.0, 9.5, 3.4, 1.4
CCOC(=O)C1C(=O)N(C(=O)c2ccc(OC)cc2)CC1c1ccccc1 (stereo not given)
 : 0.8, 2.3, -0.2, 6.6, 1.9, 103.7, 8.2, -8.0, -2.0

# Fetched one by one from the list above (7):
# Values in the order – CatB block, ROCK2 inh, PKA inh, CatS block, C1s block, Her2 expr inh, CatG inh, CatB mixtures, CatL block
CCCC(=O)N(c1ccc2oc(=O)sc2c1)S(=O)(=O)c1ccccc1
 : -3.4, 6.1, 9.3, -5.0, 4.7, 73.3, 5.9, 1.8, 6.4
CNC(=O)CCn1nc(-c2ccc(Cl)cc2)c2ccccc2c1=O
 : 2.6, 8.2, 12.3, -0.2, 5.2, 92.0, 9.8, -6.1, -5.1
CC(=O)Nc1ccc(NC(=O)CN(c2ccccc2Cl)S(C)(=O)=O)cc1
 : -4.0, 2.4, 4.0, -1.1, 4.3, 173.5, 3.2, 9.2, 3.8
COc1ccccc1N1CCN(C(=O)c2cc(-c3ccc(Cl)c(Cl)c3)on2)CC1
 : 4.1, 4.7, 5.1, -11.8, -14.7, 74.1, 0.5, -12.7, 1.6
CCOC(=O)C1CCCN(C(=O)C2CCN(S(=O)(=O)c3cccs3)CC2)C1 (stereo not given)
 : 0.3, ., 2.8, -1.5, 20.1, 99.0, 9.5, 3.4, 1.4
O=C(CSc1n[nH]c(-c2ccccc2Br)n1)NC(=O)NCc1ccco1
 : 3.2, 1.0, 3.5, -0.2, 4.1, 91.4, 7.6, 3.7, -5.4
Cc1ccc(S(=O)(=O)Cn2nnnc2CN(Cc2ccco2)CC2CCCO2)cc1 (stereo not given)
 : -0.4, 4.4, 9.9, 7.6, -8.4, 105.7, -17.1, 2.6, 1.3

# 3 of the entries above in order of the CatB block value, low to high:
# Values in the order – CatB block, ROCK2 inh, PKA inh, CatS block, C1s block, Her2 expr inh, CatG inh, CatB mixtures, CatL block
CCCN(CCC)C(=O)CSc1nc2ccccc2c(=O)n1C1CCCC1
 : -2.7, -2.4, 4.9, 13.0, 6.8, 46.6, 3.7, 8.6, 9.7
Cc1c(NC(=O)C2CCCN(S(=O)(=O)c3cnc[nH]3)C2)c(=O)n(-c2ccccc2)n1C (stereo not given)
 : -0.9, -2.1, -6.3, 2.2, -4.6, 118.0, -1.6, 1.3, .
CCCC(=Nc1ccccc1)C1=C(O)C(C(=O)OC)C(C)(C)CC1=O (stereo not given)
 : 3.9, -0.4, -2.2, 18.9, 19.1, 87.7, 15.9, 8.2, 5.7

# An excerpt. The share of hits here may be higher or lower than overall.
